DNMT1 inh: inhibitors of human DNMT1; P26358; DNMT1 molecular beacon, Hinp1I cleavage, fluorescence; inhibition (reported as % activation of signal), % at 10 µM; 0.83% of 360,000 active; AID 588458; in the data active = inhibition above about 50%
Target sequence (P26358 504-1616 limits assumed): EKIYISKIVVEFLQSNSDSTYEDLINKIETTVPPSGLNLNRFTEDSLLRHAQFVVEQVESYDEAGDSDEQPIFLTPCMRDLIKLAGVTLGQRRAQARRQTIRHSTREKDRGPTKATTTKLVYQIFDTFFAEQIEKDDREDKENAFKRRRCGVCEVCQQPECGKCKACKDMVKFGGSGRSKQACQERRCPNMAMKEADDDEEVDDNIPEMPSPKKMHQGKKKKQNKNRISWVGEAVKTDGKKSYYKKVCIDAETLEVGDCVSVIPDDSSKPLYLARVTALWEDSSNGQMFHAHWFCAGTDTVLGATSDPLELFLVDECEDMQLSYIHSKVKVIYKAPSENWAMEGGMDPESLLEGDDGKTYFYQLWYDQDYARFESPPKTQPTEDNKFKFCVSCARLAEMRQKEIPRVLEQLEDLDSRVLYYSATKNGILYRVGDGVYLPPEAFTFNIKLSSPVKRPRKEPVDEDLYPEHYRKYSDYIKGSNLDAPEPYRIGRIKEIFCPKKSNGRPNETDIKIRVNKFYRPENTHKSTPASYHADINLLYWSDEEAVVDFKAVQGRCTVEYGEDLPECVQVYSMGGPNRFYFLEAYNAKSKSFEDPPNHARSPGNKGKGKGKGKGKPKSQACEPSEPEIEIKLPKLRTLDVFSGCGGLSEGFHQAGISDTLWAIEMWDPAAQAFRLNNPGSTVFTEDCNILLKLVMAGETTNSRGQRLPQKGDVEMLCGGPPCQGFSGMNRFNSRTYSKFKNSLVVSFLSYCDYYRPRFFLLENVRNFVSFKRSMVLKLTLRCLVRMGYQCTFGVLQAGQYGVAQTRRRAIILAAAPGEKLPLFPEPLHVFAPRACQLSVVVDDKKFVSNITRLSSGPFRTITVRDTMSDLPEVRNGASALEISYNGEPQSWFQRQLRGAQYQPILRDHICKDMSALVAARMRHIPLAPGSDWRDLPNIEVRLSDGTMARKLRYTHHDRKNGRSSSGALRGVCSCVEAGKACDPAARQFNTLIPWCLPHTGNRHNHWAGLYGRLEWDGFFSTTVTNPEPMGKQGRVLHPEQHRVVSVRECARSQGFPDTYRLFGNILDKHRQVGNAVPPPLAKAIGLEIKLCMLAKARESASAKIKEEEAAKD
SUMO1-SIM PPI: modulators of human SUMO1-mediated protein-protein interactions; inhibition, % at 20 µM; 0.33% of 360,000 active; SUMO1 binding to a labelled peptide, TR-FRET, 1 h; P63165; in the data active = inhibition above about 37%
NRP1-CendR mod: NRP-1/CendR interaction modulation | inhibition, % at 25 µM | FAM-RPARPAR peptide binding to NRP-1, fluorescence polarization | 0.85% of 360,000 active | O14786;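 active = inhibition or corrected inhibition above about 18%, plus a signal ratio from 0.5 to 1.5, limit read from the data, passing the limit was not always enough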; also: strong numbers were not always called active
Rpn11 block: blocks the human proteasome subunit Rpn11 | calls only at 20 µM | human 26S proteasome, Ub4-pepOG fluorescence polarization; 20S core pre-blocked with epoxomicin | 0.59% of 360,000 active | AID 588493;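 active = inhibition at 20 µM, scaled to each plate's controls, above about 33%, limit read from the data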
NadD inh: blocks S. aureus nicotinate mononucleotide adenylyltransferase | inhibition, % at 20 µM | 0.78% of 360,000 active | purified NadD enzyme, colorimetric absorbance read-out; in the data active = inhibition above about 26%; also: some compounds past the cut are filed as inactive
STEP inh: STEP (human) phosphatase inhibition | P54829 | recombinant STEP, OMFP fluorogenic substrate, fluorescence | inhibition, % at 20 µM | 0.25% of 360,000 active | AID 588621;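 active = inhibition at 20 µM, scaled per plate between control wells, above about 37%, limit read from the data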;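 also: 0% = DMSO with enzyme and substrate and 100% = substrate only without enzyme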
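Material: STEP (striatal-enriched tyrosine phosphatase) enzyme, cell-free; Compound dosing: 20 µM single dose in 1% DMSO; Technique: fluorescence read at 480 nm ex / 540 nm em; Times: reaction 20 min, ambient temperature; Medium: 50 mM Bis-Tris pH 6.0 with 2.5 mM DTT and 0.005% Tween 20; Also added: OMFP at 25 µM.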
MT1-MMP act inh: MT1-MMP (human) activation inhibition. HT1080 RFP-PRO-GFP cells, GFP/RFP ratio fluorescence, overnight; percent of plate control window, DMSO zero. GFP/RFP ratio change, % at 20 µM. 0.061% of 360,000 active;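 active = GFP/RFP ratio change of at least 30% with cell ATP level not reduced by more than half and red fluorescence within 50% of control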; also: strong numbers were not always called active
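Assay system: HT1080 cells carrying an RFP-PRO-GFP reporter | Dosing: Single dose of 20 µM compound, 1% DMSO final | Incubation: Cells overnight before dosing, compound overnight, 37 °C, 5% CO2 | Evaluation: GFP/RFP fluorescence ratio | Control set: DMSO and RFP-L50D-GFP cell wells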
LMPTP block: LMPTP (human) inhibition | AID 651560 | P24666 | recombinant LMPTP-A, OMFP fluorogenic substrate, fluorescence intensity | inhibition, % at 20 µM | 0.22% of 360,000 active;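 active = compounds that cut the enzyme signal by at least half of the control window in the single-dose screen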;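 also: plate controls were DMSO wells with enzyme plus substrate for no effect and substrate without enzyme for full effect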
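Test system – LMPTP-A phosphatase enzyme · Quantity – 0.625 nM LMPTP-A final · Reagent – OMFP substrate, 400 µM final · Dosing – one test concentration per compound, 20 µM, with 3% DMSO overall · Timing – 50 min enzyme reaction at room temperature, protected from light · Detection – fluorescence intensity · Controls – substrate-only low control, DMSO enzyme-plus-substrate high control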
SKN-1 block: inhibitors of C. elegans SKN-1; C. elegans VP596 Pgst-4::GFP/RFP ratio, acrylamide-induced, 24 h; inhibition, % at 21.8 µM; 0.49% of 360,000 active; AID 624304;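 active = interference check ratio from 0.5 to 1.5 plus GFP to RFP signal ratio inhibition reaching or exceeding a fixed threshold, cut at about 30% in these data, passing the limit was not always enough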; also: some compounds called inactive have numbers as strong as hits
Scp1 inh: Scp-1 (human) phosphatase inhibition. Recombinant Scp1, phosphopeptide, malachite green phosphate absorbance. Q9GZU7. AID 493091. inhibition, % at 20 µM. 0.88% of 340,000 active;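 active = inhibition above about 50% at 20 µM, limit read from the data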;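 also: plate controls were DMSO wells with enzyme for no effect and wells lacking enzyme for full effect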
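Incubation: 45 min enzyme reaction at room temperature / System: truncated SCP-1 phosphatase (76-261aa) / Reagent: Phospho 17-mer peptide substrate / Buffer or medium: Acidic Tris acetate buffer with magnesium and detergent / Signal: absorbance at 630 nm / Doses: one concentration, 20 µM, with 1.0% DMSO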
* hit, by the source's call; i = inactive; . = not tested or not shown; + = active, no number.

nr	Scp1 inh	Rpn11 block	SUMO1-SIM PPI	MT1-MMP act inh	STEP inh	Molecule	NadD inh	NRP1-CendR mod	DNMT1 inh	SKN-1 block	LMPTP block
1	-5.4	i	3.5	5.1	3.1	O=C(ONC(=O)C1C2C=CC(C2)C1C(=O)NOC(=O)c1ccccc1)c1ccccc1 (configuration not stated)	-1.5	-14.3	-1.4	-3.5	-1.8
2	-3.9	i	3.8	-2.4	-2.1	O=c1oc2cc(O)c(Cl)cc2c2ccccc12	-2.3	1.3	3.0	4.9	-34.0
3	.	i	9.4	-11.4	-1.8	COc1ccccc1Cc1c(-c2ccc(Cl)cc2)nc2c(C)cc(Br)cn12	3.3	-33.2	11.3	-6.7	1.5
4	1.0	i	2.1	-6.0	-1.4	Cc1ccc(S(=O)(=O)N2CCCN(C(=O)CNC(=O)c3ccccc3)CC2)cc1	3.6	8.7	-1.8	2.7	0.6
5	.	i	1.6	4.7	-0.3	COc1cccc(CNC(=O)C2CCN(S(=O)(=O)c3ccc4c(c3)C(C)(C)C(=O)N4C)CC2)c1	0.4	1.1	2.2	-5.6	-0.4
6	-5.5	i	-11.5	-59.7	-2.7	CCNc1cccc2c1C(=O)N(C)C2=O	-1.7	85.7	5.8	-4.2	-1.7
7	0.5	i	-3.5	-3.4	1.2	CCOCCCNC(=O)c1cn(C)c(=O)c2cc(OC)c(OC)cc12	0.5	0.5	-1.0	8.1	0.1
8	-2.2	i	3.2	-0.4	-2.3	COC(=O)N/C(C)=C1/NC(=O)c2ccccc2C(c2ccccc2)N1 (configuration not stated)	3.6	-0.3	-0.8	1.8	-0.3
9	-3.9	i	-2.3	1.4	0.7	Cn1cc(S(=O)(=O)N2CCC(Cc3ccccc3)CC2)c(=O)n(C)c1=O	-2.8	1.0	0.7	10.3	-1.5
10	-9.8	i	-2.5	1.0	-1.2	N/C(=N\NC(=O)c1ccc(Cl)cc1)c1cnccn1	2.2	0.9	0.1	-4.6	-1.5
11	0.5	i	-4.6	6.8	1.4	CCn1cc(C(=O)NCc2ccc3c(c2)OCO3)c2cc(OC)c(OC)cc2c1=O	-0.7	-8.9	-2.0	13.6	-0.3
12	0.3	i	2.3	3.7	-1.3	COc1ccc(Cl)cc1-c1nc(SCC(=O)NCCN2C(=O)CSC2=O)n[nH]1	-5.9	-6.6	1.5	6.4	-1.8
13	-2.7	i	-7.0	1.0	-1.0	COc1cc(NC(=O)c2cccc(C)c2)c(Cl)cc1[N+](=O)[O-]	-8.7	-2.5	4.2	9.8	-0.5
14	-4.7	i	5.6	2.7	0.5	CCc1ccc(NC(=O)CNC(=O)[C@@H]2Cc3ccccc3CN2)cc1	-6.0	-0.9	-1.7	16.1	-0.9
15	-7.1	i	11.0	1.6	-2.8	COc1ccc(C(=O)Nc2cc(C)c(NC(=O)c3ccccn3)cn2)cc1	-5.3	-3.5	-1.8	-3.9	1.3
16	-10.7	i	0.7	-8.6	-0.5	CCOC(=O)CSC1=C(C#N)C(c2ccco2)C(C(=O)Nc2cccc(C(F)(F)F)c2)=C(C)N1 (configuration not stated)	-0.8	-32.3	-13.6	16.4	2.7
17	1.4	i	0.4	-0.2	-2.5	CC(=O)Nc1ccc(N(C(=O)c2ccccn2)C(C(=O)NC2CCCCC2)c2ccc(F)cc2)cc1 (configuration not stated)	3.5	4.3	-3.8	1.1	-1.4
18	-10.7	i	-0.4	2.8	-1.3	COc1ccc(CC(=O)OCC(=O)NC(=O)NC23CC4CC(CC(C4)C2)C3)cc1	-10.3	-12.3	-0.5	6.4	1.2
19	-12.8	i	7.4	-1.4	0.6	CCN(CC)c1ccc(Nc2nc(Cl)ncc2Br)cc1	-4.1	5.7	-0.9	15.6	0.1
20	-8.0	i	1.1	0.7	-1.5	COC(=O)[C@]1(Cc2ccccc2)N[C@H](CN(C)S(=O)(=O)c2ccc(-c3ccccc3)cc2)[C@@H]2C(=O)N(C)C(=O)[C@@H]21	-5.6	-9.6	-3.0	2.0	-0.1
21	.	i	-2.9	-6.7	-1.0	COC(=O)c1ccc2nc(-c3ccc(F)cc3)c(Cc3ccccc3)n2c1	-0.6	-7.3	4.2	8.1	1.0
22	-4.9	i	0.2	-2.6	-2.3	Cc1ccc(NC(=O)C2CCCN2C(=O)c2cccs2)cc1C (configuration not stated)	0.3	-7.8	4.5	3.6	-1.8
23	-6.7	i	0.9	-3.4	-1.0	CN(CC1CCOCC1)C(=O)CC1C(=O)NCCN1CC(c1ccccc1)c1ccccc1 (configuration not stated)	1.4	-8.3	-3.2	2.5	-1.5
24	-5.2	i	-1.3	-1.6	0.9	COc1ccc(/C(C)=N/NC(=O)CNC(=O)COc2ccccc2)c(OC)c1	-1.4	1.8	3.1	14.9	-0.6
25	-4.3	i	-13.4	11.7	-0.3	COc1ccc2nc(Nc3nc(C)c(C(C)=O)s3)sc2c1	-8.5	-10.1	-3.2	23.8	1.2
26	58.9*	+	33.8	-19.8	61.6*	O=C(O)CCCN1C(=O)/C(=C/c2ccc(-c3nc4ccccc4s3)o2)SC1=S	11.0	-176.1	103.6*	33.1	8.9
27	-7.8	i	-7.4	2.8	-1.8	CN(C(=S)Nc1ccc(SC(F)F)cc1)c1ccc(O)cc1	0.3	2.0	-10.0	-0.1	7.1
28	.	.	-0.2	8.1	.	Cc1cccc(CN2CCN(C3CN(Cc4cn(Cc5cccc(C(F)(F)F)c5)nn4)S(=O)(=O)C3)CC2)c1 (configuration not stated)	1.0	2.3	.	9.6	-1.6
29	11.9	i	13.3	-2.9	-0.7	CCN1C(=NCC(C)C)N[C@@H](c2cccc(C(F)(F)F)c2)C(C(=O)OC)=C1C	-1.8	-3.5	3.1	-5.3	-1.3
30	21.5	i	7.6	-1.8	0.8	Cc1cccnc1NC(=O)CCc1nnc2ccc(NCc3ccco3)nn12	-8.1	2.7	7.1	13.3	0.5
31	-10.2	i	-0.5	-1.2	-0.6	COc1cc(Cl)c(C)cc1NC(=O)CSC1=NCCS1	-7.7	-4.3	-3.9	-0.2	1.9
32	-9.0	i	-1.4	5.1	1.7	COc1ccc(C(=O)N(CC2CCCO2)C(C(=O)NC2CCCC2)c2ccc(C)cc2)cc1OC (configuration not stated)	0.7	3.2	-1.3	1.2	-0.4
33	-7.0	i	-0.1	-4.0	-2.5	O=C(COC(=O)c1ccc(F)cc1)Nc1ccccc1N1CCOCC1	-5.5	-10.2	-5.3	8.2	-1.4
34	-6.8	i	-0.3	-4.6	2.9	Cc1ccc(C(=O)CCC(=O)OCC(=O)N(C)c2c(N)n(Cc3ccccc3)c(=O)[nH]c2=O)cc1	-2.5	-12.5	-0.5	1.1	-0.5
35	-4.2	i	-8.8	-0.2	10.5	Cc1ccc(-c2csc(N(CCCN(C)C)C(=O)c3ccco3)n2)cc1	-4.6	5.9	-4.1	-9.4	-2.8
36	61.4*	i	-1.4	0.8	-1.6	CC(=O)N(c1ccccc1)c1c(F)c(F)c(F)c(F)c1F	5.5	1.0	-0.2	1.6	-1.1
37	-0.4	i	-5.7	-3.3	-1.7	Clc1ccc(-c2nnc3cccc(Cl)n23)c(Cl)c1	6.0	-3.4	-1.3	12.8	-2.0
38	.	i	0.8	2.0	-4.2	CC1(C(=O)NS(=O)(=O)C2CC2)CCN(C(=O)c2ccc3ccccc3n2)C1 (configuration not stated)	2.7	-10.8	0.9	3.7	-1.4
39	3.6	i	2.9	0.2	0.7	O=C(c1cc(Br)ccc1O)N1CCN(S(=O)(=O)Cc2ccccc2)CC1	-2.6	-3.3	-0.7	-20.3	0.1
40	46.8	i	6.2	.	3.1	O=C(COC(=O)c1ccc(S(=O)(=O)NCc2ccco2)cc1)NCC1CCCCC1	-5.1	-8.3	21.3	17.3	1.1
41	-6.4	i	-3.9	0.1	-4.1	O=C1CCC(c2ccccc2)N1C(=O)c1cccnc1 (configuration not stated)	-3.8	-6.2	0.8	-12.9	-0.9
42	5.2	i	2.2	8.7	0.8	Cc1noc(C)c1NC(=O)Nc1ccc2c(c1)C(=O)N([C@H](C)CO)C[C@H](C)[C@@H](CN(C)C(=O)NC1CCCCC1)O2	-7.5	-0.3	0.6	11.5	-1.3
43	-1.7	i	2.8	1.2	-2.7	COc1ccc(NC(=O)c2c(Cl)cnn2C)c(C)c1	-2.8	-3.3	-0.3	1.9	-0.7
44	-6.1	i	4.6	-1.3	-2.3	O=C(COc1cccc2cccnc12)N/N=C1\SCC(=O)N1CCc1ccccc1	-5.2	10.2	-2.1	-2.1	-1.0
45	.	i	-1.8	2.8	-1.1	CN1c2ccccc2SC2C(c3ccccc3)=NOC21 (configuration not stated)	3.0	-15.6	-1.5	-3.6	-0.6
46	-1.9	i	-0.9	6.1	5.5	CCCS(=O)(=O)N1CCC(C(=O)NCC2CCCO2)CC1 (configuration not stated)	5.7	7.2	-1.9	-9.7	-2.3
47	-1.1	i	-13.6	2.1	-4.4	COc1cc(C(=O)NCC(C)C)c([N+](=O)[O-])cc1OC	-2.2	-3.0	1.4	5.6	0.6

Shown with one line to a screen: part of the list above
35) Cc1ccc(-c2csc(N(CCCN(C)C)C(=O)c3ccco3)n2)cc1
36) CC(=O)N(c1ccccc1)c1c(F)c(F)c(F)c(F)c1F
37) Clc1ccc(-c2nnc3cccc(Cl)n23)c(Cl)c1
assay / entry	35	36	37
Scp1 inh	-4.2	61.4*	-0.4
Rpn11 block	i	i	i
SUMO1-SIM PPI	-8.8	-1.4	-5.7
MT1-MMP act inh	-0.2	0.8	-3.3
STEP inh	10.5	-1.6	-1.7
NadD inh	-4.6	5.5	6.0
NRP1-CendR mod	5.9	1.0	-3.4
DNMT1 inh	-4.1	-0.2	-1.3
SKN-1 block	-9.4	1.6	12.8
LMPTP block	-2.8	-1.1	-2.0
